ELG1 genotoxic: genotoxicity induction in ELG1-luciferase HEK293T cells; Potency, µM (titrated, usually from 46 µM), without a hit: at the top dose activity change, positive = activation, actives largely listed as activators; AID 504466; HEK293T ELG1-luciferase reporter, luminescence, 16 h; hit rate 1.3% among 330,000; note: potency is the fitted concentration of half-maximal effect; % of control where 0% means no effect; nearly all actives have a fitted effect of over 60% in size
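Cells (2,000/well) expressing the ELG1-luciferase fusion are dosed by pin tool and kept 16 hr at 37 °C, 5% CO2. Signal comes from ONE-Glo luciferase reagent after 30 min at room temperature.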
RORg inh: ROR gamma (mouse) transcription inhibition | AID 2551 | Potency, µM (highest dose often 53.6 µM), for the others: top-dose activity change, negative = inhibition, usual class: inhibitors | hit rate 5.4% among 310,000 | Drosophila S2 Gal4-RORgamma UAS-luciferase reporter, 20 h; note: potency is the fitted concentration of half-maximal effect; % is set by controls: 0 for no effect and ±100 for the full control effect; nearly all actives have a fitted effect of over 60% in size
Target sequence (P51450 whole entry, looked up, the tested form may be a part): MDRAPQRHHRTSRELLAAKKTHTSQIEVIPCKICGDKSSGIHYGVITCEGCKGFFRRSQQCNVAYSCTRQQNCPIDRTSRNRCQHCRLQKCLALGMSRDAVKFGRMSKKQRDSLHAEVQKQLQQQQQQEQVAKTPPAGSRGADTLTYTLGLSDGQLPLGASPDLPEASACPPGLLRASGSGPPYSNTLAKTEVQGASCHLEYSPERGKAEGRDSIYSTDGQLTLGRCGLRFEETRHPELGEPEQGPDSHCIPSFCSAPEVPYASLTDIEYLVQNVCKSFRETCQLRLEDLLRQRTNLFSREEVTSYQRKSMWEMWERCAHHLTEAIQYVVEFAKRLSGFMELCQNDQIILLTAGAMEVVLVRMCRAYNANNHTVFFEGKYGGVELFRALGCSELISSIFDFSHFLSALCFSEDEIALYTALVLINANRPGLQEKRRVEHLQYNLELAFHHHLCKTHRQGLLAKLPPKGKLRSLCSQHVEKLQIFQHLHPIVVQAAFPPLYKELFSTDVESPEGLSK
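Drosophila Schneider cells stably carrying a metallothionein-driven Gal4 DBD–ROR gamma fusion and a UAS-Photinus luciferase reporter were exposed to compound for 1 hr, then induced with copper sulfate (700 uM final) for 20 hr at ambient temperature before luminescence reading.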
p53 reactivator: restores transcriptional activity of mutant p53; H1299 p53-A138V BP100-luciferase reporter, luminescence, 24 h; Potency, µM (series often up to 92.2 µM), inactives show at the top dose activity change, positive = activation, usual class: activators; hit rate 0.063% among 320,000; AID 504706; note: potency is the fitted concentration of half-maximal effect; % of control where 0% means no effect; nearly all actives have a fitted effect of over 45% in size
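H1299 (p53-null), stable ts p53-A138V + BP100-Luc; 1000 cells/well, Opti-MEM/10% FBS; cpd 4 pt, 1:5; 24 h, 37 deg C, 5% CO2; detection reagent 10 min RT; luminescence.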
TRPV1 agonist: agonists of human vanilloid receptor 1 (TRPV1); activation, % at 8.33 µM; hit rate 0.19% among 320,000; TRPV1-expressing cells, Fluo-8 calcium influx, agonist mode; AID 540275; in the data active = activation above about 80%; inconclusive = between about 30% and that limit; note: 0% is about no effect
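Fluo-8 calcium influx in TRPV1-expressing cells, kinetic read (ex 480/em 520 nm). Compound added and read 3 min for agonist activity, followed by capsaicin at EC20 final and 2 min further read for enhancement.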
ELG1 repair inh: blocks ELG1-dependent DNA repair in HEK293T cells; HEK293T ELG1-luciferase reporter, luminescence, 16 h; DNA damage induced by 5-fluorouridine; Potency, µM (highest dose often 46.1 µM), for inactives: at the top dose activity change, negative = inhibition, hits mostly inhibitors; hit rate 2.3% among 330,000; note: potency is the fitted concentration of half-maximal effect; % is set by controls: 0 for no effect and ±100 for the full control effect; nearly all actives have a fitted effect of over 55% in size
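In this reporter screen, reduction of luminescence relative to DMSO vehicle indicated activity. Compounds and 5-fluorouridine were added together to 2,000 cells per well, incubated for 16 hr at 37 °C, then developed with ONE-Glo.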
Tb PFK inh: inhibitors of T. brucei phosphofructokinase. O15648. T. brucei PFK, ADP-Glo luminescence. Potency, µM (doses to about 57.5 µM), for inactives: at the top dose activity, negative = inhibition, most hits filed as inhibitors. hit rate 0.17% among 330,000. AID 485367;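 note: potency is the fitted concentration of half-maximal effect; 0% = uninhibited 1x PFK enzyme wells and -100% = no-enzyme wells; nearly all actives have a fitted effect of over 60% in size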
Target sequence (O15648 whole entry, looked up): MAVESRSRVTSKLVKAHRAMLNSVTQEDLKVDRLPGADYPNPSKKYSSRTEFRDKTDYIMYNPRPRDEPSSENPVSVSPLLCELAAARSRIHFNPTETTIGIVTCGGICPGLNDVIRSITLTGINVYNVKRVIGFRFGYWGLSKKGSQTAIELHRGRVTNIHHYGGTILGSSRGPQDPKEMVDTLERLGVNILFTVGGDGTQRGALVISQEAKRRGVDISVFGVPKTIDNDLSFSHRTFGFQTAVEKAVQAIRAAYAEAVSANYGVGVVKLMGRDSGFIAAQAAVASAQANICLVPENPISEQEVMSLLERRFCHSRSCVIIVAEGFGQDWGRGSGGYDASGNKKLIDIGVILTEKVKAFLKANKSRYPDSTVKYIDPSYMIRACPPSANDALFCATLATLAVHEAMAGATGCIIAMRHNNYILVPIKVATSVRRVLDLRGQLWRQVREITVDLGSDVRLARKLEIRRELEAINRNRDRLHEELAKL
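Compounds were pin-transferred as a titration series up to 57 uM into substrate buffer (0.5 mM F6P, 0.1 mM ATP, pH 8.0), then 1.25 nM PFK was added and reactions ran 45 min before ADP-Glo detection.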
Gal4-VP16 FLuc: counter-screen for ROR gamma inhibitors: Gal4-VP16 reporter; hit rate 3.5% among 310,000; Drosophila S2 Gal4-VP16 UAS-luciferase, luminescence, 20 h; AID 2546; Potency, µM (titrated, usually from 53.6 µM), for inactives: top-dose activity, negative = inhibition, most hits filed as inhibitors;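 note: Gal4-VP16 expression switched on by copper sulfate through the metallothionein promoter; potency is the fitted concentration of half-maximal effect; % is set by controls: 0 for no effect and ±100 for the full control effect; nearly all actives have a fitted effect of over 50% in size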
BRCA1 expr act: BRCA1 expression activation | MCF7-BRCA1-FFLuc reporter, luminescence, 48 h; response scale: scaled: vehicle 0%, 10 µM genistein 100% | Potency, µM (titrated, usually from 46.1 µM), for the others: at the highest dose activation, most hits filed as activators | hit rate 1.1% among 380,000 | AID 624202; note: potency is the fitted concentration of half-maximal effect; nearly all actives have a fitted effect of over 80% in size; some results filed as inactive show a strong effect at the top dose
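Using MCF7 cells harboring a BRCA1 firefly luciferase reporter, plated 2 h before compound pinning, the screen measured luminescence after 48 h incubation. Responses were normalized to DMSO and 10 microM genistein, then fitted for concentration-effect.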
Rab9 prom act: Rab9 promoter activation. hit rate 2.8% among 320,000. Huh7 Rab9 promoter-luciferase reporter, luminescence, 24 h. Potency, µM (series often up to 9.22 µM), inactives show top-dose activation, negative = inhibition, most hits filed as activators; note: potency is the fitted concentration of half-maximal effect; % of control where 0% means no effect; nearly all actives have a fitted effect of over 60% in size
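Huh7 reporter line, Rab9 promoter upstream of luciferase. Compound exposure 24 h at 37 °C in reduced-serum medium with 10% FBS. Read-out: luminescence.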
NPC1 prom act: activates the NPC1 promoter | Potency, µM (series often up to 9.22 µM), for inactives: at the top dose activation, usual class: activators | Huh7 NPC1 promoter luciferase reporter, 24 h | hit rate 2.4% among 320,000 | AID 485313;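 note: potency is the fitted concentration of half-maximal effect; % of control where 0% means no effect; nearly all actives have a fitted effect of over 60% in size; reporter is driven by a mutant NPC1 promoter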
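Stably transfected Huh7 (NPC1 promoter→luciferase), 1500 cells/well in Opti-MEM + 10% FBS, 2 h settle, then compound 24 h at 37 °C. Luminescence after 10 min with Amplite reagent.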
FLuc counter: counter-screen for miR-21 project: firefly luciferase inhibitors or activators; P08659; purified FLuc, Km substrates, luminescence inhibition; Potency, µM (top dose mostly 57.5 µM), inactives show at the top dose activity change, negative = inhibition, hits mostly inhibitors; hit rate 6.9% among 360,000;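 note: potency is the fitted concentration of half-maximal effect; plate controls were vehicle for no effect and reference inhibitor for full effect; nearly all actives have a fitted effect of over 55% in size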
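Purified P. pyralis luciferase, 10 nM final, with Km-level 10 uM D-luciferin and 10 uM ATP in 50 mM Tris acetate pH 7.5, 10 mM Mg acetate, 0.01% Tween-20, 0.05% BSA; 6-point qHTS titration about 60 µM downward; luminescence read.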
Numbers without * were called inactive; ? = inconclusive; . = not tested or not shown; & = joins results of further samples; [ ] = another dose, or the depositor's remark. Unless noted, calls come from the whole dose curve; as a rule, active = well fitted curve in the direction sought with a large enough effect; inconclusive = small, poorly fitted or top-dose-only effect, or another doubt; inactive = no such curve, though single readings can be large; an effect the other way counts as inactive or inconclusive.

molecule,ELG1 genotoxic,RORg inh,p53 reactivator,TRPV1 agonist,ELG1 repair inh,Tb PFK inh,Gal4-VP16 FLuc,BRCA1 expr act,Rab9 prom act,NPC1 prom act,FLuc counter
O=C(N/N=C/c1c[nH]c2ccccc12)C1CC(=O)N(c2ccccc2)C1 (stereo not given),-4%,?,8%,?,-11%,-1%,-8%,-26%,-6%,-2%,-2%
CCOc1ccc(CCNC(=O)c2cccc(C#N)c2)cc1OCC,-3%,13%,0%,-4,-4%,-8%,-8%,-31%,-5%,-2%,-1%
Cc1cc(C)nc(SCC(=O)Nc2nccs2)n1,11%,8%,-3%,-3,?,-9%,0%,-2%,-10%,-1%,2%
COCCn1c(=O)[nH]c2cc(C(=O)N3CCN(c4ccccc4OC)CC3)ccc2c1=O,-3%,-3%,-3%,-2,-13%,-4%,-4%,6%,-3%,-1%,0%
COc1ccc(C(=O)/C=C/N(C)C)cc1,11%,30%,-1%,5,?,-7%,-6%,13%,14%,5%,-20%
CCCc1ccc(C2C3=C(CC(C)(C)CC3=O)NC3=C2C(=O)c2ccccc23)cc1 (stereo not given),-8%,-17%,-16%,?,-11%,0%,-7%,-91%,0%,-6%,-3%
Cc1ccc(C(=O)C(C)OC(=O)c2n[nH]c(=O)c3ccccc23)cc1 (stereo not given),0%,24%,2%,6,3%,2%,-3%,-4%,-8%,-2%,-7%
Cn1cnnc1SCC(=O)c1ccc(O)c(O)c1,1%,-23%,1%,1,9%,0%,6%,9%,?,-2%,-2%
CCOc1ccc(C(C)=O)cc1CSc1nnc(N)s1,4%,-14%,-2%,2,12%,-4%,-1%,0%,-1%,-1%,-7%
CN1C(=O)C2(C(C#N)=C(N)N(c3cc(Cl)cc(Cl)c3)C3=C2C(=O)CC(C)(C)C3)c2ccccc21 (stereo not given),.,39%,.,-1,.,.,-8%,-6%,.,.,3%
C=CCNC(=O)CN1CCC(NC(=O)c2ccco2)CC1,5%,11%,-1%,1,17%,0%,-2%,0%,8%,-1%,6%
CC1CCCC(C)N1S(=O)(=O)c1ccc(NC(=O)CCN2C(=O)C3CC=CCC3C2=O)cc1 (stereo not given),0%,.,-6%,17,-14%,0%,.,1%,1%,0%,-1%
Cc1ccc(C(=O)COC(=O)C2CC3CCCC(C2)C3=O)cc1[N+](=O)[O-] (stereo not given),1%,.,7%,0,9%,0%,.,-5%,2%,-1%,-1%
COc1ccc(-c2noc(CCc3ccccc3)n2)cc1,?,30%,16%,4,?,1%,15%,?,?,?,15µM*
COC(=O)c1ccccc1NC(=O)CCS(=O)(=O)c1cc2c(cc1C)NC(=O)CO2,0%,-6%,.,4,-1%,0%,6%,-2%,2%,0%,1%
COCCOC(=O)c1sc2nc[nH]c(=O)c2c1C,1%,4%,-3%,-4,?,-5%,-2%,-10%,5%,-3%,0%
Cc1c(CCC(=O)NCCCN2CCCC2=O)c(=O)oc2cc(O)ccc12,1%,-9%,.,-1,?,1%,7%,1%,0%,-1%,-1%
OCCC1CN(Cc2cccc(O)c2)CCN1CCc1ccccc1 (stereo not given),-1%,1%,3%,1,-5%,-2%,11%,4%,1%,-11%,-2%
c1ccc2c(c1)ccc1nnc(SCc3ccc4c(c3)OCCO4)n12,26%,?,14%,23,?,0%,24%,68%,17%,11%,?
Fc1ccc(/C=N/NC(=S)Nc2ccc(Cl)cc2)cc1F,10%,0.71µM*,14%,?,?,-5%,1.4µM*,?,22%,26%,?
COc1ccc(NC(=O)C(Cc2ccccc2)n2cccc2)c(OC)c1 (stereo not given),-12%,?,-2%,2,?,-4%,2%,-7%,-2%,0%,-11%&-15%
CC(=O)NC(CCS(C)(=O)=O)C(=O)Nc1cccc(Cl)c1Cl (stereo not given),-6%,?,1%,-4,15%,-5%,7%,0%,-1%,-2%,3%
CON(C)c1nc(OCCNC(=O)COc2ccc(Cl)cc2C)nc(N(C)C)n1,-2%,0%,5%,9,?,0%,-2%,-5%,-5%,2%,9%
O=C(N/N=C/c1cccc(OC(=O)c2cccc(Br)c2)c1)c1ccncc1,2%,-1%,?,?,-3%,-5%,-11%,0%,0%,-4%,?
CC(C)(C)n1nnnc1CN1C2CCC1CC(NC(=O)Nc1ccccc1)C2 (stereo not given),1%,-16%,2%,12,8%,-2%,-10%,5%,20%,0%,1%
COC(=O)[C@@H]1[C@@H](C)OC(=O)N[C@H]1c1ccccc1,5%,-4%,-5%,1,13%,-6%,-3%,10%,2%,0%,-2%
CC(C)(C)NC(=O)Nc1nnc(SCC(=O)NC2CCCCC2)s1,1%,.,18%,4,?,-3%,.,52%,20%,17%,11µM*
O=C(O)Cn1c(-c2ccccc2)nc2ccccc21,3%,-9%,-4%,-3,1%,1%,0%,-12%,0%,1%,2%
Cc1cc(C)c(C(=O)Nc2ccc(S(=O)(=O)Nc3ccccn3)cc2)c(C)c1,-3%,-3%,-8%,2,7%,0%,0%,-31%,-4%,-2%,0%
C/C(N)=C(/C#N)C(=O)COC(=O)C1CSC2(c3ccc(F)cc3)CCC(=O)N12 (stereo not given),0%,4%,0%,2,29%,-2%,2%,-19%,2%,-5%,4%

As entered above.
O=C(O)Cn1c(-c2ccccc2)nc2ccccc21 in RORg inh has -9%
Cc1cc(C)nc(SCC(=O)Nc2nccs2)n1 in FLuc counter has 2%

Further entries follow:
molecule,ELG1 genotoxic,RORg inh,p53 reactivator,TRPV1 agonist,ELG1 repair inh,Tb PFK inh,Gal4-VP16 FLuc,BRCA1 expr act,Rab9 prom act,NPC1 prom act,FLuc counter
Cc1cccc(-c2nnc(SCC#N)n2-c2ccccc2)c1,-3%,6%,-9%,1,-8%,1%,-2%,-31%,2%,-2%,8%
O=c1[nH]c(CN2CCN(c3ccc(F)cc3)CC2)nc2ccccc12,0%,14%,1%,0,-9%,-2%,1%,-8%,0%,0%,12%
O=C(CS(=O)(=O)c1cn(Cc2ccc(F)cc2)c2ccccc12)N1CCOCC1,-6%,34%,0%,5,0%,1%,0%,-17%,-3%,-3%,0%
O=C(O)c1c(NC(=O)c2cccc3ccccc23)sc2c1CCC2,-19%,0%,5%,6,?,2%,-13%,-11%,-5%[1.84 µM],9%,?
N#Cc1cncc(C#Cc2ccccc2)c1,-8%,10%,1%,22,1%,-9%,-3%,40%,4%,12%,?
Cn1c(=O)n(C)c2cc(NC(=O)c3cc4ccccc4o3)ccc21,16µM*,18%,3%,17,?,-3%,15%,-3%,28%,14%,?
C/C(=N\NC(=O)C1CC1(C)c1ccccc1)c1ccco1 (stereo not given),-4%,4%,-12%,18,-11%,0%,-13%,-9%,-4%,0%,4%
Nn1c(SCC(=O)NCCC2=CCCCC2)nnc1C1CCCCC1,-2%,-2%,-7%,2,-2%,-5%,13%,24%,10%,0%,4%[2.3 µM]
O=C(O)Cn1nnnc1SCC(=O)Nc1ccc(OC(F)(F)F)cc1,-1%,0%,-2%,20,5%,-9%,-4%,5%,-7%,1%,-16%
Cc1noc(C)c1C(=O)Nc1sc2c(c1C(N)=O)CCC2,16%,6%,-7%,1,-21%,0%,0%,-13%,-7%,-7%,7%
CC1CCc2ccccc2N1CC(=O)Nc1cccc(S(=O)(=O)N2CCCC2)c1 (stereo not given),-2%,.,2%,2,-14%,6%,.,-69%,-13%,-11%,5%
CCOc1ncccc1C(=O)OCC(=O)NC1CCCCC1,1%,.,7%,.,?,4%,.,-2%,.,.,.
CC1=C(C)SC(=C(C#N)c2nnc(N3CCOCC3)n2-c2ccccc2)S1,-1%,-9%[10 µM],-2%,-3,-4%,1%,0%,12%,1%,12%,-2%

Screening results deposited in PubChem by National Center for Advancing Translational Sciences (NCATS).
